SMN2 splice enh: qHTS Assay for Enhancers of SMN2 Splice Variant Expression. HEK293 SMN2-luciferase splicing reporter, luminescence, 30-36 h. AID 1458, 2008. hit rate 2.8% among 210,000. Potency, µM (highest dose often 46.1 µM), for inactives: at the top dose activity change, positive = activation, usual class: activators; active = well fitted activation curve with a large enough effect; inconclusive = small, poorly fitted or top-dose-only effect; inactive = no such curve, though single readings can be large or run the other way; note: % of control where 0% means no effect; nearly all actives have a fitted effect of over 55% in size
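HEK293 cells carry an SMN2 […]–luciferase reporter in which exon 7 inclusion puts luciferase in frame. Cells were plated 10-12 h before compound addition, then incubated 30-36 h at 37C. ONE-Glo luminescence was read; sodium butyrate at 4.5 mM final served as control.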
Starred values were filed as active, the others as inactive; [ ] = dose if it differs, or a comment. Potency is the fitted concentration of half-maximal effect. Not all compounds are listed; the hit share may differ from the screen's.

CCC(=O)N1CCc2cc(S(=O)(=O)NC(Cc3ccccc3)C(=O)Nc3cccc(OC)c3)ccc21 (stereo unspecified) was read as SMN2 splice enh -9%.
CCOC(=O)CN1C(=O)c2ccccc2Sc2ncccc21 was read as SMN2 splice enh 3%.
Screening FC(F)(F)c1cccc(N2CCN(Cc3nnc(-c4ccc5c(c4)OCO5)o3)CC2)c1 returned SMN2 splice enh -28%.
COc1ccc(-c2nc3ccccc3o2)cc1NC(=O)c1ccc(N2CCC(C)CC2)c([N+](=O)[O-])c1 was read as SMN2 splice enh 21%.
Screening Cc1cc(C)c(S(=O)(=O)NCc2csc(-c3ccccc3)n2)c(C)c1 returned SMN2 splice enh 3%.
`Cc1ccccc1-c1nc(CS(=O)CC(=O)NCCc2ccc(Cl)cc2)c(C)o1` (stereo unspecified) gave SMN2 splice enh -32%[inhibitor].
`Cc1ccc(CN(C(=O)c2ccccc2Br)C2CCS(=O)(=O)C2)o1` (stereo unspecified) gave SMN2 splice enh 4%.
Screening COc1ccccc1C(=O)Nc1ccc(-c2nc3cc(C)cc(C)c3o2)cc1 returned SMN2 splice enh 0%.
`Cc1ccc(CNc2c(C)c(C)nc3nncn23)cc1` gave SMN2 splice enh -79%[inhibitor].
For CC(C)(C)OC(=O)N1CCC(c2nnc(SCc3ccccc3Cl)o2)CC1 the results were SMN2 splice enh -26%.
COCc1oc2ccc(NS(=O)(=O)c3ccc(C)cc3)cc2c1C(=O)OC was read as SMN2 splice enh -12%.
COc1ccc2c(c1)CCc1c(C(=O)Nc3ccc(F)c(Cl)c3)noc1-2 was read as SMN2 splice enh 10%.
For Cc1cc(C)cc(NS(=O)(=O)c2ccc3[nH]cc(C(=O)NCCc4ccccc4)c(=O)c3c2)c1 the results were SMN2 splice enh -5%.
Screening CCCCN(CC)C(=O)c1c[nH]c2ccc(S(=O)(=O)Nc3cccc(OC)c3)cc2c1=O returned SMN2 splice enh 1%.
Screening CC1=C(C(=O)OC2CCCC2)C(c2cccc(Cl)c2Cl)CC(=O)N1 (stereo unspecified) returned SMN2 splice enh 12%.
Cc1cccc(-n2c(SCC(N)=O)nc3c(oc4ccccc43)c2=O)c1 was read as SMN2 splice enh -4%.
`COc1ccc(C(CNC(=O)c2oc3cc(Br)ccc3c2C)N2CCCCC2)cc1` (stereo unspecified) gave SMN2 splice enh 6%.
CCOC(=O)N1CCc2c(sc3c2c(=O)n(-c2ccc(Cl)cc2)c(=O)n3Cc2cccc(C)c2)C1 was read as SMN2 splice enh -17%.
CCc1nn(CC(=O)NC(C)CC)c(=O)c2cc3occc3n12 (stereo unspecified) was read as SMN2 splice enh 10%.
For CCc1ccccc1NC(=O)Cc1c(C(=O)O)[nH]c2ccc(Cl)cc12 the results were SMN2 splice enh 23%.

Not a retest: 2 of the compounds above.
CCC(=O)N1CCc2cc(S(=O)(=O)NC(Cc3ccccc3)C(=O)Nc3cccc(OC)c3)ccc21 (stereo unspecified) was read as SMN2 splice enh -9%.
CCOC(=O)CN1C(=O)c2ccccc2Sc2ncccc21 was read as SMN2 splice enh 3%.

Going on with the list.
`COc1cc([N+](=O)[O-])ccc1NC(=O)c1nc2ccccc2n(C)c1=O` gave SMN2 splice enh -1%.
`COc1ccc(-c2nc3cc(C(C)C)ccc3o2)cc1NC(=O)c1ccc(C)c(Cl)c1` gave SMN2 splice enh 11%.
Screening CCC(Cn1nnc2ccccc2c1=O)NC(=O)Nc1cc(OC)cc(OC)c1 (stereo unspecified) returned SMN2 splice enh -2%.
`CCOc1cc(C(=O)Nc2cc3c(cc2N2CCCC2)n(C)c(=O)c(=O)n3C)cc(OCC)c1OCC` gave SMN2 splice enh 1%.
`CCOC(=O)c1cccc(NC(=O)c2cc3c(=O)n(C)c4ccccc4c3n2C)c1` gave SMN2 splice enh 10%.
`CC(=O)c1cccc(-n2c(=O)c3c4c(sc3n(CC(=O)Nc3ccccc3F)c2=O)CN(C(C)=O)CC4)c1` gave SMN2 splice enh -7%.
Screening CCOc1ccc(OCC)c(NC(=O)c2nnn(Cc3cc(Br)ccc3OC)c2N)c1 returned SMN2 splice enh -8%.
Screening COc1cc(NC(=O)Cn2cnc3c2c(=O)n(C)c(=O)n3C)c(OC)cc1Cl returned SMN2 splice enh -7%.
COc1ccc(NC(=O)c2sc3nc(C)c(C(=O)Nc4ccc(C)cc4C)c(-c4sccc4C)c3c2N)cc1 was read as SMN2 splice enh 1%.
CCc1cccc(NC(=O)Cn2c(=O)n(CCC(=O)NCc3ccccc3Cl)c(=O)c3sccc32)c1 was read as SMN2 splice enh -1%.
For CCCCCc1nn2cc(-c3ccccc3)nc2s1 the results were SMN2 splice enh 7.1µM*.
For O=C(Cn1ncc2c3ccccc3n(Cc3ccccc3)c2c1=O)NCc1ccccc1 the results were SMN2 splice enh inconclusive.
Screening CCOc1ccc2oc(=O)cc(CN3CCN(Cc4ccc(F)cc4)CC3)c2c1 returned SMN2 splice enh -3%.
COc1cccc(NC(=O)/C(C#N)=C\c2cn(Cc3ccc(C)cc3)c3ccccc23)c1 was read as SMN2 splice enh -22%.
For CCOc1ccc(CCNC(=O)CCCc2nnc3n(CC)c(=O)c4sccc4n23)cc1OCC the results were SMN2 splice enh 2%.
COc1cc(/C=C/c2nc(C#N)c(NC3CCCCC3)o2)cc(OC)c1OC was read as SMN2 splice enh inconclusive.
For CCCc1nnc(NC(=O)Cc2coc3ccc(C(C)C)cc23)s1 the results were SMN2 splice enh 1%.
For CCSc1ncc(Cl)c(C(=O)N(Cc2ccccc2)c2ccc(OC)cc2)n1 the results were SMN2 splice enh -48%[inhibitor].
`Cc1ccc(NC(=O)c2sc3nc4c(cc3c2N)CN(Cc2ccccc2)CC4)cc1` gave SMN2 splice enh 4%.
Screening CCOc1ccc(C(=O)Nc2ccc3oc(-c4ccncc4)nc3c2)cc1 returned SMN2 splice enh -6%.
For COc1ccc(S(=O)(=O)N(Cc2nc(-c3ccccc3)no2)C2CCCCC2)cc1 the results were SMN2 splice enh 1%.
Screening COCCNC(=O)c1nn(-c2ccc(Cl)cc2)nc1CO returned SMN2 splice enh -4%.
`CCc1nn(CC(=O)N2CCN(c3cccc(OC)c3)CC2)c(=O)c2cc3occc3n12` gave SMN2 splice enh 4%.
Cc1oc(C)c2c(=O)cc(-c3ccc4c(c3)OCO4)cc(OC(=O)c3ccccc3Br)c12 was read as SMN2 splice enh -2%.
Cc1c(/C=C(\C#N)C(=O)Nc2cccc(Cl)c2)c2ccccc2n1Cc1ccccc1 was read as SMN2 splice enh -6%.
O=C1CC(c2ccc(Cl)cc2)c2cc3c(cc2N1)OCCO3 (stereo unspecified) was read as SMN2 splice enh -29%.
`Cc1ccc2c(c1)c1c3n2CCN(C(=O)c2cccc(C(F)(F)F)c2)C3CCC1` (stereo unspecified) gave SMN2 splice enh -17%.
Cc1nc(N)c(S(=O)(=O)c2ccccc2)c(Nc2ccc(Br)cc2)n1 was read as SMN2 splice enh 1%.
Screening O=C(CCC1N=C2c3ccccc3N=C(SCc3ccc(Cl)cc3)N2C1=O)N1CCN(c2ccccc2)CC1 (stereo unspecified) returned SMN2 splice enh -3%.
Screening Cc1cccc(Nc2cc(C)nc3nc(Cc4ccc(Cl)cc4)nn23)c1 returned SMN2 splice enh -11%.
`CCCc1cc(=O)[nH]c(Nc2cc(Cl)cc(Cl)c2)n1` gave SMN2 splice enh -5%.
For COc1ccc2nc(SCC(O)c3cccc(Br)c3)[nH]c2c1 (stereo unspecified) the results were SMN2 splice enh -8%.
Screening COc1ccc(Cl)cc1NC(=O)c1cn(C2CCCC2)c(=O)c2c1c1ccccc1n2C returned SMN2 splice enh 0%.
`CC(=O)N1CCc2cc(S(=O)(=O)NC(Cc3ccccc3)C(=O)NCc3ccccc3Cl)ccc21` (stereo unspecified) gave SMN2 splice enh -1%.
Screening Cc1oc2cc3oc(=O)c(CC(=O)N4CCCCC4)c(C)c3cc2c1C returned SMN2 splice enh 2%.
COc1ccc(-c2c(C#N)c(SCC(=O)Nc3ccccc3C)nc(C)c2C(=O)Nc2ccc(Cl)cc2)cc1 was read as SMN2 splice enh inconclusive.
Screening COc1ccc(N(CC(=O)Nc2cc(Cl)ccc2C)S(=O)(=O)c2c(C)noc2C)cc1 returned SMN2 splice enh -25%.
For CCCCNC(=O)c1c(-c2ccccc2)c(-c2ccccc2)nn(C)c1=O the results were SMN2 splice enh -2%.
Screening CC(C)c1ccc(NC(=O)c2cccc3c2C(=O)N(C2CCCCC2)C3)cc1 returned SMN2 splice enh -6%.
`CCOCCCNC(=O)C(NC(=O)C1CCC(C)CC1)C(C)C` (stereo unspecified) gave SMN2 splice enh 9%.
Screening CCCOC(=O)c1c(NC(=O)c2nc3ncccn3n2)sc(C(N)=O)c1C returned SMN2 splice enh -4%.
Screening CN(CC(=O)Nc1cccc(C(F)(F)F)c1)S(=O)(=O)c1cccs1 returned SMN2 splice enh 0%.
For Cc1cc(C)n(CCc2nc3c4ccccc4nc(N4CCN(c5cccc(C)c5C)CC4)n3n2)n1 the results were SMN2 splice enh -2%.
`CCc1ccc(NC(=O)N(Cc2c[nH]c3ccccc23)C2CCCCCC2)cc1` gave SMN2 splice enh 5µM*.
`CCn1c(C(=O)NCCc2ccc(OC)c(OC)c2)cc2sc(Cl)cc21` gave SMN2 splice enh -43%[inhibitor].
Screening O=C(O)CCc1ccc(-c2ccccc2)n1CC(=O)Nc1ccccc1C(F)(F)F returned SMN2 splice enh 15%.
CCCCCS(=O)(=O)c1oc(-c2cccs2)nc1S(=O)(=O)c1ccc(C)cc1 was read as SMN2 splice enh 6%.
For O=C(NCc1ccc(Cl)cc1)C1CCN(S(=O)(=O)c2cccc3nonc23)CC1 the results were SMN2 splice enh 5%.
CCOCCCn1c(SCC(=O)Nc2cc(C)ccc2C)nc2c(oc3ccccc32)c1=O was read as SMN2 splice enh 6%.
`CC1=C(C(=O)OCC2CCCCC2)C(c2ccc(F)cc2F)CC(=O)N1` (stereo unspecified) gave SMN2 splice enh 9%.
Screening O=C(c1ccc2c(c1)N(Cc1ccc(F)cc1)C(=O)c1ccccc1S2(=O)=O)N1CCN(Cc2ccccc2)CC1 returned SMN2 splice enh -49%[inhibitor].
`CCCOc1ccccc1C(=O)Nc1ccc(-c2nc3ccc(C)cc3s2)cc1` gave SMN2 splice enh 13µM*.
Cc1c(CNC2CCCCC2)c(C(=O)O)c(C)n1Cc1ccc(F)cc1 was read as SMN2 splice enh -8%.
Screening O=C(OCc1cccc(C(F)(F)F)c1)c1ccc(-c2nnn(Cc3ccc(F)cc3)n2)cc1 returned SMN2 splice enh 4%.
Screening O=C(Nc1c(O)c2ccccc2oc1=O)c1cccc(F)c1 returned SMN2 splice enh 0%.
CCOC(=O)c1c(NC(=O)c2ccc(C)cc2)sc2c1CCCCC2 was read as SMN2 splice enh -1%.
For O=C(c1ccc2c(c1)N(Cc1ccccc1F)C(=O)c1ccccc1S2(=O)=O)N1CCN(c2ccccc2F)CC1 the results were SMN2 splice enh 12%.
Screening CCCCN1C(=O)C(O)(c2c(C)[nH]c3ccccc23)c2ccccc21 (stereo unspecified) returned SMN2 splice enh -2%.
`Cc1ccc(NC(=O)CCc2nc3cccnc3n2-c2ccccc2)cc1` gave SMN2 splice enh -3%.
Screening Cc1cc(C(=O)N2CCN(c3cccc(Cl)c3)CC2)c2c(C)nn(-c3ccccc3Cl)c2n1 returned SMN2 splice enh 3%.

Gathered by group: the compounds so far with bromine.
`Cc1ccc(CN(C(=O)c2ccccc2Br)C2CCS(=O)(=O)C2)o1` (stereo unspecified) gave SMN2 splice enh 4%.
`COc1ccc(C(CNC(=O)c2oc3cc(Br)ccc3c2C)N2CCCCC2)cc1` (stereo unspecified) gave SMN2 splice enh 6%.
Screening CCOc1ccc(OCC)c(NC(=O)c2nnn(Cc3cc(Br)ccc3OC)c2N)c1 returned SMN2 splice enh -8%.
Cc1oc(C)c2c(=O)cc(-c3ccc4c(c3)OCO4)cc(OC(=O)c3ccccc3Br)c12 was read as SMN2 splice enh -2%.
Cc1nc(N)c(S(=O)(=O)c2ccccc2)c(Nc2ccc(Br)cc2)n1 was read as SMN2 splice enh 1%.
For COc1ccc2nc(SCC(O)c3cccc(Br)c3)[nH]c2c1 (stereo unspecified) the results were SMN2 splice enh -8%.

(listing goes on)
Screening CCOC(=O)CSc1nc(-c2ccc(F)cc2)cc(C(F)(F)F)c1C#N returned SMN2 splice enh 2%.
`O=C(Nc1c(C(=O)Nc2ccccc2F)oc2ccccc12)c1cc2ccccc2o1` gave SMN2 splice enh -6%.
Screening CCN(CC)C(=O)C1=C(C)Nc2nc3ccccc3n2C1c1cccc(Cl)c1 (stereo unspecified) returned SMN2 splice enh -2%.
CC(C)(C)OC(=O)N1CCC(c2c(C(=O)O)cnn2-c2ccc(F)cc2F)CC1 was read as SMN2 splice enh inconclusive.
`CCOC(=O)CSc1nc(-c2ccc(C)cc2C)cc(-c2ccccc2)c1C#N` gave SMN2 splice enh -7%.
For COc1ccc(S(=O)(=O)NC2(C(F)(F)F)NC(=O)N(CCc3ccccc3)C2=O)cc1 (stereo unspecified) the results were SMN2 splice enh 3%.
CCOC(=O)Cn1c(=O)oc2cc(S(=O)(=O)N3CCCC(C)C3)ccc21 (stereo unspecified) was read as SMN2 splice enh 25%.
For COC(=O)c1ccc(C2c3c(oc4ccc(C)cc4c3=O)C(=O)N2Cc2ccc3c(c2)OCO3)cc1 (stereo unspecified) the results were SMN2 splice enh -2%.
Screening CCC(=O)N1CCc2cc(S(=O)(=O)NC(C(=O)NCc3ccccc3Cl)C(C)C)ccc21 (stereo unspecified) returned SMN2 splice enh -15%.
`Cc1ccc(-n2nc(CO)c(C(=O)NCc3cccs3)n2)cc1` gave SMN2 splice enh -21%.
COC(=O)c1cc2oc(C)cc2n1Cc1ccc(Br)cc1F was read as SMN2 splice enh -18%.

Screening results (PubChem)
